Compound activity as filed in PubChem BioAssay.
EP2 mod: EP2 receptor modulators, cAMP readout, primary screen, cell-based, HTRF cAMP, PGE2 stimulation. Prostaglandin E2 receptor EP2 subtype (Homo sapiens), P43116. EP2-expressing cells, cAMP HTRF FRET, PGE2 co-stimulation. induction, % at 25 µM. 260,000 tested, 0.83% active. AID 940, 2007;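 active means compounds whose cAMP rise, as percent of the full-agonist control response, exceeds 60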;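 further: rat C6 glioma line stably carrying human EP2 under a CMV promoter; the protocol text gives 20 µM as final concentration; 100% = response of wells given 1 µM PGE2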
Target sequence (P43116 whole entry, looked up): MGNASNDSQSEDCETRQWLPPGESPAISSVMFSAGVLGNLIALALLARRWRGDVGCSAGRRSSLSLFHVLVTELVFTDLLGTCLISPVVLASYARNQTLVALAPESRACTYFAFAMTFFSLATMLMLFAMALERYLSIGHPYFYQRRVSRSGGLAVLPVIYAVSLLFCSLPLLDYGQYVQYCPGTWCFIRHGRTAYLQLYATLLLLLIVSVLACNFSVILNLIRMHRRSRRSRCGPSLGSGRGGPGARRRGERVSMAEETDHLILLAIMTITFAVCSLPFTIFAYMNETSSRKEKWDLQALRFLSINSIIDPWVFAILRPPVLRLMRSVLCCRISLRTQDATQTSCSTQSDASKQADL
Runt-CBFb FRET: inhibitors of RUNX1 Runt–CBFb binding, primary screen, biochemical, FRET, Cerulean-Runt, Venus-CBFb, uHTS | 220,000 tested, 0.46% active | Cerulean-Runt/Venus-CBFb FRET ratio 530/480, 1 h | Runt-related transcription factor 1 (Homo sapiens) + Core-binding factor subunit beta … | inhibition, % at 20 µM;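 active means inhibition over about 50% at 20 µM in the single-dose screen, limit read from the data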;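 further: 0% = DMSO wells and 100% = excess unlabeled CBFb competitor control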
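Measured by: fluorescence energy transfer, 422 nm excitation, 530/480 nm emission; test system: Cerulean-tagged RUNX1 Runt domain (FRET donor) fusion protein; buffer or medium: Tris pH 7.5 buffer with BSA; compound: one dose, 20 µM compound, 1% DMSO; times: two 1 h room-temperature incubations shielded from light; benchmarks: unlabeled CBFb 5 µM, positive control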
PGE2 EP2 inh: human EP2 receptor antagonists, primary screen, TR-FRET cAMP, C6 glioma cells | C6 glioma cells expressing human EP2; cells stimulated with saturating PGE2 | 260,000 tested, 0.52% active | inhibition, % at 25 µM;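 active means percent inhibition above 40 after rounding to a whole number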;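 further: rat C6 glioma host cells with rolipram phosphodiesterase inhibitor present; the protocol text gives 20 µM as final concentration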
L929 necroptosis: inhibitors of zVAD-triggered necroptosis, primary screen, L929 cells. L929 zVAD necroptosis rescue, ATP luminescence, 24 h; with zVAD 60 µM. viability rescue, % at 10 µM. AID 1377, 2008. 220,000 tested, 0.38% active;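 active means activation, scaled between plate controls, above about 75%, limit read from the data; inactive means activation under that limit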;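 further: 0% = zVAD with DMSO and 100% = DMSO alone without zVAD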
PERK inh: block of dimerizer-induced PERK translation repression, primary screen, PERK inhibitor project, CHO PERK-DD cells, SEAP luminescence, HTS | Eukaryotic translation initiation factor 2-alpha kinase 3 (Homo sapiens), Q9NZJ5 | 220,000 tested, 0.17% active | CHO PERK-DD fusion, SEAP luminescence translation reporter | AID 1416, 2008 | inhibition, % at 5.6 µM;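 active means inhibition above the mean inhibition of all tested compounds plus 3 SD, set separately per screening campaign, cut at about 2.9% in these data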;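 further: PERK kinase domain activated by AP20187 dimerizer at 100 nM; 0% = DMSO with dimerizer and 100% = rapamycin at 8.4 µM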
Hck Nef HTS: inhibitors of Nef-activated human Hck kinase, primary screen, biochemical, Z-Lyte FRET, 384-well, Hck-YEEI; Tyrosine-protein kinase HCK (Homo sapiens), P08631; AID 463187, 2010; Recombinant Hck-YEEI plus Nef, Z-Lyte FRET kinase assay; 220,000 tested, 0.68% active; inhibition, % at 20 µM;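 active means Hck-Nef kinase inhibition above about 50%, limit read from the data; inactive means inhibition below that limit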;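 further: 0% = DMSO with Hck plus Nef and 100% = Hck alone without Nef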
Target sequence (P08631 whole entry, looked up): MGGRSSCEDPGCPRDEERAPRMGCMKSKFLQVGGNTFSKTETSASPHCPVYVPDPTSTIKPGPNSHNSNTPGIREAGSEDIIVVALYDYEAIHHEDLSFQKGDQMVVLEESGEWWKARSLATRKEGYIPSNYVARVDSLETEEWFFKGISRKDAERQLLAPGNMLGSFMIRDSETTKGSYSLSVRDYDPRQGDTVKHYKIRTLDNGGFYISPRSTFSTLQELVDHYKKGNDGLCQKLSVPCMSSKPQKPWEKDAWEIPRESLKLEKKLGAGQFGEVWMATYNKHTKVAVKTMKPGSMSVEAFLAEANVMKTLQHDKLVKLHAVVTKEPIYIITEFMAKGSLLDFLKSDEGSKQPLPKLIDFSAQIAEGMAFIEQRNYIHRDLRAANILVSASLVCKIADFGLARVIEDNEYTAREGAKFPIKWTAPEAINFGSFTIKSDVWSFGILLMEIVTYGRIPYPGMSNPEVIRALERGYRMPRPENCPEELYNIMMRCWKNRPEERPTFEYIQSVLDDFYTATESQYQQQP
TNF necrop inh: inhibitors of TNF-alpha triggered necroptosis, primary screen, cell-based, Jurkat FADD-/-, single concentration. Jurkat FADD-/- TNF necroptosis rescue, ATP luminescence, 24 h; 0 = TNF only, 100 = no-TNF cells. activation (protection from cell death), % at 10 µM. 220,000 tested, 0.068% active. AID 463075, 2010;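 active means activation, meaning protection from cell death, of at least 50% relative to plate controls; inactive means activation below 50%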;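 further: necroptosis triggered by 40 ng/mL TNF-alpha added together with compound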
RBBP9 inh: human RBBP9 inhibitors, primary screen, biochemical, fluorescence polarization, FP-Rh probe, HTS; Serine hydrolase RBBP9 (Homo sapiens), O75884; 220,000 tested, 0.2% active; AID 1515, 2009; inhibition, % at 7.94 µM; recombinant RBBP9;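 active means inhibition above the campaign mean of all tested compounds plus 3 SD, cut at about 14% in these data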;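 further: plate controls were DMSO wells with RBBP9 for no effect and wells lacking RBBP9 protein for full effect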
Target sequence (O75884 whole entry, looked up): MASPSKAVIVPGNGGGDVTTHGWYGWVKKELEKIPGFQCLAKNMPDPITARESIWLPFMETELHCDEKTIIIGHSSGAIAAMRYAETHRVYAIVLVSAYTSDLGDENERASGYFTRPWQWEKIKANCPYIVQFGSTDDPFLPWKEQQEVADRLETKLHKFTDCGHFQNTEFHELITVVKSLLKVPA
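Measured by – fluorescence polarization · Test system – RBBP9 protein · Input – 2.5 µM RBBP9 dispensing solution, before mixing · Measure – percent inhibition from mP, scaled between DMSO and no-protein wells · Benchmarks – DMSO-treated enzyme wells and wells lacking RBBP9 · Times – preincubation 30 min plus labeling 45 min at 25 °C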
Runt-SMMHC FRET: inhibitors of RUNX1 Runt–CBFb-SMMHC binding, primary screen, biochemical, FRET, Cerulean-Runt, Venus-CBFb-SMMHC, uHTS; Runt-related transcription factor 1 (Homo sapiens) + Core-binding factor subunit beta …; Cerulean-Runt/Venus-CBFb-SMMHC FRET ratio 530/480, 1 h; inhibition, % at 20 µM; 220,000 tested, 0.74% active; AID 1434, 2008;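 active means mean inhibition across duplicate retests at 20 µM reaching about 50%, limit read from the data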;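 further: 0% = DMSO wells and 100% = wells with excess untagged CBFb-SMMHC; inhibitors lower the FRET ratio by blocking Runt binding to CBFb-SMMHC; some results filed as inactive read as strong as hits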
The depositor's hits bear a star; nt = no result given; & = joins results of further samples.

SMILES	EP2 mod	Runt-CBFb FRET	PGE2 EP2 inh	L929 necroptosis	PERK inh	Hck Nef HTS	TNF necrop inh	RBBP9 inh	Runt-SMMHC FRET
Cn1cccc1/C=C1\SC(=Nc2ccc(O)cc2)NC1=O	-39	-2	1	0.0	-0.8	26	-20	-9	-1
O=C(Cn1cccc1C(=O)c1ccccc1)NCc1ccccc1	8	1	1	0.3	0.2	3	1.3	1	-3
COCCN(C(=S)Nc1ccccc1OC)C(C)c1cccs1 (stereo unspecified)	6	2	8	0.1	-0.1	2	2.4	-5	0
CCCCNC(=O)C1CCCN1S(=O)(=O)c1cccc2nsnc12 (stereo unspecified)	3	-1	6	-0.6	-1.2	-4	0.0	-6	1
CCc1ccc(OCC(=O)NC(=S)Nc2ccc(S(=O)(=O)NC3CCCCC3)cc2)cc1	-24	1	14	0.7	0.5	4	0.2	-1	6
CN1CCN(c2cc(C(F)(F)F)nc(-c3ccccn3)n2)CC1	-2	1	5	-0.5	-0.1	-1	0.2	-3	2
O=C(CCCc1nc(-c2ccccc2Cl)no1)NCc1cccnc1	32	-2	9	0.1	0.7	5	-0.3	5	3
O=C1c2cccnc2C(=O)N1Cc1cccs1	8	-1	9	-0.6	1.2	1	-0.1	-5	1
COc1cc(CNCc2ccccn2)ccc1OCC(=O)NC1CCCCC1	10	0	9	0.7	-0.5	2	0.9	-4	2
COc1ccccc1OCCCc1c(C)n[nH]c1C	-34	-1	4	-0.5	0.2	-1	-2.5	-6	0
CC(=O)NCC(=O)OCC(=O)c1ccc(Br)cc1	19	0	12	0.2	0.5	4	0.6	2	5
O=C1[C@@H]2C(c3cccnc3)=NO[C@@H]2C(=O)N1c1ccc2ccccc2c1	1	28	3	0.7	2.0	-20	-1.9	-2	11
C[C@H](NC(=O)Nc1ccccc1F)C(=O)O	11	0	2	-0.5	0.6	0	-1.0	-6	-2
CCOc1ccc(N(CC(=O)NC2CCCCC2)C(=O)CNC(=O)c2ccco2)cc1	nt	nt	24	-0.2	-0.2	8	0.5	1	nt
O=C(CNc1ccccc1Cl)N/N=C1\CCCc2ccccc21	-12	0	9	6.1	-0.4	17	0.3	0	-6
COc1ccc(Oc2nc(-c3ccccn3)ncc2OC)cc1	-8	1	2	1.5	-0.7	16	-0.4	1	4
Cc1nccn1CCc1n[nH]c(=S)n1Cc1ccccc1	11	3	8	2.0	1.3	6	0.9	-1	-2
CC(C)(C)NS(=O)(=O)CC12CCC(CC1=O)C2(C)C (stereo unspecified)	0	0	9	-0.9	0.9	3	-0.4	0	0
O=C(O)C1CCCCC1C(=O)NC(c1ccccc1)c1ccccc1 (stereo unspecified)	-7	0	6	0.8	2.3	14	1.5	-7	-5
Cn1c(C(=O)N2CCN(c3ncccn3)CC2)cc2c(=O)n(C)c3ccccc3c21	24	5	8	0.3	0.3	6	-0.2	-2	-4
CCOc1ccc2nc(-c3ccc(OC)c(OC)c3)cc(C(=O)O)c2c1	10&-21	1	11&20	-0.3	0.3	1	-0.1	-3	-4
CCSc1ncc(Cl)c(C(=O)Nc2ccccc2)n1	1	0	10	0.5	-0.6	1	-0.3	-6	-2
CCc1ccc(C2(C)SC(NC(C)=O)=NN2C(C)=O)cc1 (stereo unspecified)	-14	0	14	0.4	0.7	1	-4.3	4	-1
O=C(Nc1ccc2nc(-c3cccnc3)[nH]c2c1)c1ccccc1F	-52	0	7	18	0.1	3	2.9	-14	98
Cc1ccccc1-n1c(-c2ccc(=O)[nH]n2)n[nH]c1=S	16&14	6	13&6	2.8	0.5	11	0.1	-7	10

Further structures follow:
SMILES	EP2 mod	Runt-CBFb FRET	PGE2 EP2 inh	L929 necroptosis	PERK inh	Hck Nef HTS	TNF necrop inh	RBBP9 inh	Runt-SMMHC FRET
CCOc1cc(CNCCCN2CCOCC2)ccc1OCC(=O)Nc1cccc2ccccc12	-9	-2	5	44	-1.2	0	0.1	-3	3
O=C1CN(C(=O)c2ccc(Br)o2)C(c2ccc(F)cc2)c2cc(F)ccc2N1 (stereo unspecified)	40	0	-1	-1.3	-2.4	10	-2.3	-6	-4
CC1(C)CC(c2nc(-c3ccc([N+](=O)[O-])cc3)cs2)CCO1 (stereo unspecified)	13	4	6	1.7	1.4	-1	0.4	5	6
OCCNCCOc1ccccc1-c1ccccc1	-17	1	7	-0.1	-1.2	0	-0.6	-6	2
CC1CCN(S(=O)(=O)c2ccc(NC(=O)Cn3nnc(-c4ccccc4)n3)cc2)CC1	-9	1	0	1.9	0.3	3	-3.8	-40	-6
CCCN(CCC)C(=O)CCSCCC(=O)N(CCC)CCC	11	-5	8	2.2	-0.1	5	3.8	1	2
c1ccc(C2CCC(N3CCC(N4CCCCC4)CC3)CC2)cc1 (stereo unspecified)	9	-4	nt	0.6	0.4	1	-2.0	-5	2
Cc1ccc(NC(C)C(=O)N/N=C/c2c[nH]c3ccccc23)cc1 (stereo unspecified)	-57	-2	11	0.1	1.1	9	0.7	-8	-2
C#CCSc1cc(C(F)(F)F)nc(-c2ccccn2)n1	22	0	4	5.2	2.1	-1	1.6	-2	-4
COc1ccc2oc(=O)c(/C(C)=N/NC(=O)c3ccncc3)cc2c1	-8	-88	8	0.6	-0.2	1	-0.5	-9	-14
CC1(C)SC(=S)N(Cc2ccc3c(c2)OCO3)C1N(O)C(=O)NC1CCCCC1 (stereo unspecified)	38	0	11	0.2	-0.4	0	0.6	-1	1
CC1C(Br)C(=O)NC(=O)N1Cc1ccccc1 (stereo unspecified)	1	1	20	1.9	-0.2	9	0.2	-7	0
CCC1CCCCN1C(=O)c1noc(C(C)C)c1[N+](=O)[O-] (stereo unspecified)	18	0	2	1.2	-0.2	3	0.6	-8	-3
Cc1ccc(SCc2cc(=O)[nH]c(N3CCCCC3)n2)cc1	30	-2	11	0.4	2.1	2	-1.0	1	1
COc1cccc(C(=O)NCC(=O)N/N=C/c2ccc(OC(=O)c3cccs3)c(OC)c2)c1	-27	3	9	0.8	-0.1	3	0.1	-10	-4
Cc1cccc(C(=O)NC(=S)NNC(=O)c2cccs2)c1	-50	18	14	2.0	1.3	6	0.8	-4	9
COc1ccc(C(=O)C2CCCN(Cc3c[nH]c4ccccc34)C2)c(OC)c1 (stereo unspecified)	-41	1	4	0.6	0.1	0	2.2	-7	-1
Oc1ccc(/C=N/NC(=S)Nc2cccnc2)c(O)c1O	29	34	9	-1.1	0.3	100*	-6.5	42*	16
COc1ccc(C(=O)CCC(C)(C)[N+](=O)[O-])cc1OC	-13	0	8	2.9	0.1	20	1.3	-26	-1
Cc1cccc(S(=O)(=O)NNC(=O)Cc2cccn2C)c1	11	2	6	1.6	1.8	3	1.1	2	1
Cc1ccc2c(c1C)NC(C)CC2C (stereo unspecified)	25	-1	9	0.5	3.4*	0	-1.1	11	1
COc1ccccc1OCc1ccc(C(=O)Nc2ccc(Cl)cn2)o1	-11&4	-1	4&17	8.0	0.1	19	-0.3	-1	-4
COC(C/C=C/[C@@H](O)COCc1ccccc1)OC	-6	2	10	-0.1	nt	9	0.9	nt	1
CC(C)(C)N1C(=O)c2ccc(C(=O)Nc3ccc(-c4nc5ccccc5[nH]4)cc3)cc2C1=O	-5	26	5	1.7	-0.1	13	3.7	-3	-11
CCOC(=O)CNC(=O)CCNS(=O)(=O)c1ccc2c(c1)c(=O)n(C)c(=O)n2C	-8	2	4	0.2	-0.1	1	-1.5	-2	1

Shown as a hit in PERK inh, of those listed so far:
| SMILES | EP2 mod | Runt-CBFb FRET | PERK inh | Hck Nef HTS | RBBP9 inh | Runt-SMMHC FRET |
| --- | --- | --- | --- | --- | --- | --- |
| Cc1ccc2c(c1C)NC(C)CC2C (stereo unspecified) | 25 | -1 | 3.4* | 0 | 11 | 1 |

Carrying on:
SMILES	EP2 mod	Runt-CBFb FRET	PGE2 EP2 inh	L929 necroptosis	PERK inh	Hck Nef HTS	TNF necrop inh	RBBP9 inh	Runt-SMMHC FRET
COc1ccc(CNC(=O)Cn2cc3c(n2)CCCCC3)cc1	-9	-1	7	1.0	0.2	-7	1.2	3	2
Cc1nc(COC(=O)c2ccc(CO)cc2)cs1	14	-1	13	-0.1	-0.7	2	0.8	-3	1
O=S(=O)(NC1CC2CCC1C2)c1ccc2c(c1)OCCO2 (stereo unspecified)	-11	-1	14	-0.5	-1.3	-7	2.0	-5	-2
C=CCC1c2cccc(C(=O)O)c2C(=O)N1c1ccc(F)cc1 (stereo unspecified)	-8	1	9	-0.1	1.0	-2	-1.6	-5	0
CCn1c(NCc2cccs2)nc2ccccc21	-6	-1	12	0.1	0.5	-1	1.9	-8	-2
COc1ccccc1OCCn1c(=O)oc2ccc(C)cc21	31	-3	3	-0.4	0.6	22	0.9	-6	0
O=C(NCc1cccs1)C1CCN(S(=O)(=O)c2ccc3c(c2)OCCO3)CC1	-35&-62	0	2&16	1.7	-0.1	0	1.2	-7	1
Cc1cccc(C)c1NC(=O)C1=C(O)c2ccccc2N(C)S1(=O)=O	16	1	5	-0.1	-0.1	1	-1.8	-2	0
COc1ccc(OCC(O)Cn2c(Br)nc3c2c(=O)[nH]c(=O)n3C)cc1 (stereo unspecified)	-14	4	5	-0.2	-0.4	2	-10.0	-3	14
Cn1c(=O)c2c(nc(NCCCO)n2Cc2cccc(C(F)(F)F)c2)n(C)c1=O	4	0	5	-1.0	-0.1	12	0.0	5	0
CC(C)(C)c1ccc(S(=O)(=O)NCc2ccc(C(=O)N3CCCC3)cc2)cc1	17	-2	4	0.3	0.6	3	2.3	-3	-1
Cc1nc2ccc(S(=O)(=O)Nc3cccc(-c4nc5cccnc5s4)c3)cc2s1	-67	44	21	nt	0.9	-9	-1.4	-6	1
O=C(N/C(=C/C=C/c1ccccc1)C(=O)N1CCOCC1)c1ccccc1Cl	13	0	5	0.7	-0.3	26	0.6	1	2
O=C(CSc1ncccc1-c1nc2ccccc2[nH]1)N1CCN(c2ccccc2F)CC1	-5	1	10	-0.5	-0.8	4	-6.5	-8	-2
COc1cc(OC)cc(C(=O)NCC(=O)OCC(=O)/C=C2/N(C)c3ccccc3C2(C)C)c1	-76	-3	4	7.7	0.9	21	-1.3	-6	-5

An excerpt; rates above refer to the full screens.
